MrgX1 agonist: activates human MrgX1 receptor signaling; Q96LB2; MrgX1-HEK293 cells, Fluo-4 calcium fluorescence, agonist mode; stronger effect = higher value; B-score at 10 µM; 0.44% of 310,000 active; AID 588627;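 active means calcium response B-score plate-corrected fluorescence ratio at least 3 library SD, with starting fluorescence B-score inside 5 SD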
Target sequence (Q96LB2 whole entry, looked up): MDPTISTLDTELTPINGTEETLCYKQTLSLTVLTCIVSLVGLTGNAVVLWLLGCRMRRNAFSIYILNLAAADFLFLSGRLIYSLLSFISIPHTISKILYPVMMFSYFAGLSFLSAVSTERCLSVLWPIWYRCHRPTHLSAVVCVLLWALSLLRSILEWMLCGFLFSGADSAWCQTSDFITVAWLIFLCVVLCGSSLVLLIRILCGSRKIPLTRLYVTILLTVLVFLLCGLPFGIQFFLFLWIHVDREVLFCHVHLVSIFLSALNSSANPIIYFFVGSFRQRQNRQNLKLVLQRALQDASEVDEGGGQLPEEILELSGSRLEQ
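Material: MrgX1-expressing HEK293 cells; input: 15,000 cells per well; doses: test compound given as first of three sequential additions; schedule: overnight plating before 1 h dye loading; technique: Fluo-4 NW calcium-flux fluorescence, kinetic read; evaluation: baseline-normalised fluorescence change ratio, B-scored; control set: plate-wise positive and negative controls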
MrgX1 antagonist: blocks BAM8-22 activation of human MrgX1 receptor. Q96LB2. MRGX1-HEK293 calcium flux, Fluo-4, BAM8-22 antagonism; stronger effect = lower value. B-score at 10 µM. 1.3% of 310,000 active. AID 588676;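 active means calcium-response B-score plate-corrected more than 3 library SD below zero, starting fluorescence within 5 deviations, no agonist response on first addition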;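 further: peak minus trough fluorescence over baseline after final BAM8-22 challenge near maximal dose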
ANO1 block: inhibitors of mouse TMEM16A calcium-activated chloride channel; AID 588511; normalized B-score (activity score, 25-100; higher = stronger inhibition) at 10 µM; Q8BHY3; 1.2% of 310,000 active; HEK293 TMEM16A/YFP iodide influx fluorescence, ionomycin;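 active means ratio plate-corrected score three or more library SD toward inhibition, starting fluorescence score within five deviations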;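 further: score derived from kinetic fluorescence span divided by baseline fluorescence per well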
TMEM16A act: activates or potentiates the mouse TMEM16A chloride channel | HEK293 TMEM16A/YFP-H148Q/I152L, iodide quench fluorescence; stronger effect = lower value | B-score at 10 µM | 0.3% of 340,000 active;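 active means fluorescence-ratio B-score plate-corrected deviation score at least 3 library SD below zero, with starting fluorescence score within 5 deviations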;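 further: channel opened by trigger with iodide after compound preincubation; score built on the fluorescence ratio of max minus min over baseline; more negative score means more quench and so TMEM16A activation or potentiation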
TRPC6 inh: blocks the mouse TRPC6 cation channel; AID 2553; HEK293-TRPC6, membrane potential dye, ACh-evoked depolarization; stronger effect = lower value; B-score at 10 µM; Q61143; 1.1% of 310,000 active;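 active means B-score under library mean minus 3 SD, initial fluorescence not abnormally high, positive integrated signal ratio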;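 further: B-score derived from integrated fluorescence ratio over the kinetic read; more negative B-score means stronger inhibition of depolarization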
TRPC6 activator: activates the mouse TRPC6 cation channel; B-score at 10 µM; HEK293-TRPC6 membrane potential dye fluorescence; stronger effect = higher value; Q61143; 0.13% of 310,000 active; AID 2550;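 active means B-score of the integrated fluorescence ratio above library mean plus 3 SD, and starting fluorescence ratio within library mean plus 5 SD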;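 further: higher score means more depolarization so channel activation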
MrgX1 PAM: allosterically activates human MrgX1 receptor signaling. Q96LB2. MrgX1-HEK293, Fluo-4 calcium flux, FDSS; stronger effect = higher value. B-score at 10 µM. 0.63% of 310,000 active;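 active means plate-corrected calcium response at least 3 library SD above typical, normal starting fluorescence, not activating the receptor alone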;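 further: compound read alongside a low EC10 to EC30 dose of BAM8-22 agonist; peak minus trough fluorescence over baseline measured at the second addition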
SKKanGAS inh: inhibitors of SKKanGAS S. pyogenes growth in kanamycin (SK-promoter or general growth effect). BacTiter-Glo, 6 h. inhibition, % at 7.5 µM. 1.3% of 300,000 active. AID 1662;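 active means mean replicate score, as percent of positive control median, at least 50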;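 further: strain carries kanamycin resistance gene driven by streptokinase promoter and grows in 40 µg/ml kanamycin; loss of luminescence reflects streptokinase promoter inhibition or plain growth inhibition; 0% = median of DMSO wells and 100% = positive control at its reference dose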
TRPC4 potent: allosteric potentiators of mouse TRPC4 channel; AID 2227; B-score at 10 µM; HEK293 TRPC4beta/mu-opioid, DAMGO EC20, Fluo-4 Ca2+ flux; stronger effect = higher value; 0.42% of 310,000 active;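 active means B-score of calcium response area above 5 SD of library B-scores, with initial fluorescence ratio within 5 SD of library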;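 further: B-score of integrated fluorescence ratio over time as area under calcium response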
TRPC4 block: TRPC4 (mouse) channel inhibition | 0.39% of 300,000 active | HEK293 TRPC4beta/mu-opioid, DAMGO-evoked Fluo4 calcium flux; stronger effect = lower value | Q9QUQ5 | B-score at 10 µM;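 active means B-score over 3 SD under the library average, no early fluorescence shift, positive overall ratio signal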
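test system = HEK293 cells with stable TRPC4beta plus mu-opioid receptor expression | detection = Fluo4 Ca2+ flux fluorescence | read-out = integrated fluorescence ratio relative to baseline, converted to per-well B score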
TRPC4 act: TRPC4 (mouse) channel activation | AID 2237 | HEK293 TRPC4beta/mu-opioid, Fluo4 calcium fluorescence; stronger effect = higher value | B-score at 10 µM | Q9QUQ5 | 0.49% of 310,000 active;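 active means B-score above 5 SD of library B-scores, and initial fluorescence ratio not above library mean plus 5 SD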;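 further: positive B-score marks a calcium rise read as TRPC4 activation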
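Material: HEK293 stable line with TRPC4beta plus mu-opioid receptor; technique: Fluo4 calcium-sensitive dye fluorescence, kinetic, 1 Hz baseline; timing: Fluo4 dye loading 45 min at room temperature, 110 s recording; controls: assay buffer as low control, maximal DAMGO as high control; read-out: integrated baseline-normalised fluorescence ratio, converted to per-well B score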
Numbers without * were called inactive; i = inactive; · = no result given.

SMILES | MrgX1 agonist | MrgX1 antagonist | ANO1 block | TMEM16A act | TRPC6 inh | TRPC6 activator | MrgX1 PAM | SKKanGAS inh | TRPC4 potent | TRPC4 block | TRPC4 act
COC(CNC(=O)C1CC(=O)N(CCc2ccc(C)cc2)C1)OC (configuration not stated) | i | i | i | i | i | i | i | 5 | i | i | i
Cc1ccc(C(=O)Nc2cccnc2Oc2ccc(Cl)cc2)cc1 | i | i | i | i | i | i | i | -5 | i | i | i
CC(C)COCC1CC2(CC(C)C(=O)CC2=O)C(=O)O1 (configuration not stated) | i | i | i | i | i | i | i | -3 | i | i | i
C=C(C)C1CC=C(CN2CCN(Cc3ccccc3)CC2)CC1 (configuration not stated) | i | i | i | i | i | i | i | 0 | i | i | i
CCOC(=O)/C=C/C(=O)Nc1ccccc1-c1ccccc1NC(=O)/C=C/C(=O)OCC | i | i | i | i | i | i | i | 6 | i | i | i
COc1ccc(NC(=O)c2cc(C)no2)cc1Cl | i | i | i | i | i | i | i | -8 | i | i | i
Cc1cc(C(=O)Nc2ccon2)ccc1[N+](=O)[O-] | i | i | i | i | i | i | i | -3 | i | i | i
CCOC(=O)/C(C#N)=C/c1c(N2CCN(c3ccccc3)CC2)nc2ccccn2c1=O | i | i | i | i | i | i | i | 6 | i | i | i
Cc1ccc(NC(=O)c2cc3ccccc3cc2O)cc1 | i | i | i | i | i | i | i | 9 | i | i | i
O=C(CSCc1nc2ccccc2[nH]1)N1CCN(c2ccc(F)cc2)CC1 | i | i | 25* | i | i | i | i | 11 | i | i | i
CCOC(=O)NC(=O)/C(C=Nc1ccc(Cl)cc1)=C(\C)O | i | i | i | i | i | i | i | -6 | i | i | i
CCOC(CCn1ccc(O)c(Cc2ccc(Cl)cc2)c1=O)OCC | i | i | i | i | i | i | i | 8 | i | i | i
Cc1cc(C(=O)COC(=O)C2=NNC(=O)CC2)c(C)n1-c1ccccc1 | i | i | i | i | i | i | i | 2 | i | i | i
COc1ccc(-c2noc(CN(C)C3CCOCC3)n2)cc1 | i | i | i | i | i | i | i | -5 | i | i | i
CCOC(=O)C1CCN(C(=O)COc2ccc(N(C)S(=O)(=O)c3cccs3)cc2)CC1 | i | i | i | i | i | i | i | -6 | i | i | i
Cc1ccc(C)c(OCCCC(=O)Nc2nccs2)c1 | i | i | i | i | i | i | i | 8 | i | i | i
C#CC1(NC(=O)NC(C)C)CCCCC1 | i | i | i | i | i | i | i | -7 | i | i | i
CCC(=O)Nc1ccc(C(=O)CSc2nnc(-c3ccc(O)cc3)n2CC2CCCO2)cc1OC (configuration not stated) | i | i | i | i | i | i | i | 0 | i | i | i
COc1ccccc1OCC(=O)NCc1n[nH]c(=O)c2ccccc12 | i | i | i | i | i | i | i | -10 | i | i | i
O=C(/C=C/c1ccccc1)NNC(=O)C1CC1 | i | i | i | i | i | i | i | -1 | i | i | i
Oc1ccc(/C=N\Nc2nncc(-c3ccccc3)n2)cc1 | i | i | i | i | i | i | i | -9 | i | i | i
FC(F)(F)c1cc(Cl)c2nc(-c3ccccc3)cn2c1 | i | i | i | i | i | i | i | -1 | i | i | i
Cc1ccc(NC(=O)C2C3C=CC4(O3)C2C(=O)N(CCCN2CCCCC2)C4C(=O)NC2CCCCC2)cc1Cl (configuration not stated) | i | i | i | i | i | i | i | 4 | i | i | i
Cc1ccnc2nc(C(=O)Nc3cc(Cl)ccc3N3CCOCC3)nn12 | i | i | i | i | i | i | i | 3 | i | i | i
COc1ccc(C(=O)NCCNC(=O)c2ccc(OC)cc2)cc1 | i | i | i | i | i | i | i | -5 | i | i | i
CCC(NC(=O)CNC(=O)CNC(=O)c1ccc(Cl)cc1Cl)c1ccc(C)cc1 (configuration not stated) | i | i | i | i | i | i | i | 0 | i | i | i
O=C(Oc1ccccc1)Oc1ccc2c(c1)oc(=O)c1ccccc12 | i | i | i | i | i | i | i | 2 | i | i | i
O=C1CCCCc2sc(Br)c([N+](=O)[O-])c2N1 | i | i | i | i | i | i | i | 4 | i | i | i
Cc1ccc(/C=N/NC(=O)Nc2ccccc2)o1 | i | i | i | i | i | i | i | -3 | i | i | i
O=C(CC1C(=O)NCCN1Cc1ccccc1)NCCN1CCCCC1=O (configuration not stated) | i | i | i | i | i | i | 9.4* | 0 | i | i | i
COc1cccc(NC(=O)c2c(F)cccc2F)c1 | i | i | i | i | · | · | i | · | · | · | ·
Cn1c(SCC(=O)Nc2cccc(O)c2)nnc1-c1ccc(S(=O)(=O)N2CCOCC2)cc1 | i | i | i | i | i | i | i | -2 | i | i | i
CC(Oc1ccc(-n2cnnn2)cc1)C(=O)O (configuration not stated) | i | i | i | i | i | i | i | 4 | i | i | i
Cc1ccccc1NC(=O)c1c2c(nc3ccccc13)CCC2 | i | i | i | i | i | i | i | -11 | i | i | i
COc1ccc(C2(O)CC3CCC(C2)N3c2nc(C)cc(C)c2C#N)cc1 (configuration not stated) | i | i | i | · | i | i | i | 17 | i | i | i
O=C(OCC(F)(F)F)c1cccc(COc2ccc3ccccc3c2)c1 | i | i | i | i | i | i | i | 15 | i | i | i
Cc1sc2ccc3sccc3c2[n+]1C | i | i | i | i | -5.4* | i | i | 3 | i | i | i
COc1ccc(C(=O)N/N=C/c2sc(N3CCOCC3)nc2-c2ccccc2)cc1OC | i | i | i | i | i | i | i | 10 | i | i | i
COc1ccc(-n2c(=O)c3c4c(sc3n(CC(=O)NCc3ccco3)c2=O)CCC4)c(OC)c1 | i | i | i | i | i | i | i | 3 | i | i | i
CC(=O)COC(=O)c1ccc2noc(-c3ccccc3)c2c1 | i | i | i | i | i | i | i | -1 | i | i | i
Cc1ccc(-n2c(-c3ccccc3)cc(/C=N/NC(=O)CC#N)c2-c2ccccc2)cc1 | i | i | i | · | i | i | i | 34 | i | i | i
CCOc1ccc(-c2csc(Cn3c(CN4CCN(C)CC4)nc4ccccc4c3=O)n2)cc1 | i | i | i | i | i | i | i | 5 | i | i | i
COc1cc(/C=N/NC(=O)c2cc(-c3cccs3)nc3ccccc23)ccc1O | i | i | i | i | i | i | i | 5 | i | i | i
Cn1c2ccccc2c(=O)c2cc(C#Cc3ccc(N)cc3)ccc21 | i | i | i | i | i | i | i | 85* | i | i | i
CN1C(C(=O)NCc2ccccc2)CC2Cn3c(nc4ccccc43)C21 (configuration not stated) | i | i | i | i | i | i | i | -1 | i | i | i

Already shown: an excerpt of the list.
SMILES | MrgX1 agonist | MrgX1 antagonist | ANO1 block | TMEM16A act | TRPC6 inh | TRPC6 activator | MrgX1 PAM | SKKanGAS inh | TRPC4 potent | TRPC4 block | TRPC4 act
COC(CNC(=O)C1CC(=O)N(CCc2ccc(C)cc2)C1)OC (configuration not stated) | i | i | i | i | i | i | i | 5 | i | i | i
Cc1ccc(C(=O)Nc2cccnc2Oc2ccc(Cl)cc2)cc1 | i | i | i | i | i | i | i | -5 | i | i | i

Following part.
SMILES | MrgX1 agonist | MrgX1 antagonist | ANO1 block | TMEM16A act | TRPC6 inh | TRPC6 activator | MrgX1 PAM | SKKanGAS inh | TRPC4 potent | TRPC4 block | TRPC4 act
O=C(Nc1ccc(Cl)cn1)c1ccc([N+](=O)[O-])o1 | · | · | · | i | i | i | · | 0 | i | i | i
O=C(O)C1CCCCC1C(=O)Nc1ccccn1 (configuration not stated) | i | i | i | i | i | i | i | -5 | i | i | i
CC(C)(C)c1ccc(C2=CC(c3ccccc3)n3ncnc3N2)cc1 (configuration not stated) | i | i | 100* | i | i | i | 9.3* | 25 | i | i | i
CC(=O)c1c(N2CCN(Cc3ccccc3)CC2)nc(=S)n(-c2ccccc2)c1C | i | i | i | i | i | i | i | -14 | i | i | i
COc1ccc(OCCSc2nnc(C)n2-c2ccccc2)cc1 | i | i | 100* | i | i | i | i | -2 | i | i | i
COc1ccc(N(C)S(=O)(=O)c2cccc(C(=O)NC3CCCC3)c2)cc1 | i | i | i | i | i | i | i | -4 | i | i | i
CC1(C)Cc2c(cnn2-c2ccc(F)cc2)C(NC(=O)CCN2CCCCO2)C1 (configuration not stated) | i | i | i | i | i | i | i | 4 | i | i | i
O=C(COc1ccc(F)c(Cl)c1)N1CCN(c2ccccn2)CC1 | i | i | i | i | i | i | i | 0 | i | i | i
Cc1csc(-c2cnn(-c3ccccc3)c2NC(=O)c2ccccc2)n1 | i | i | i | i | i | i | i | -2 | i | i | i
O=C(COc1ccc2ccccc2c1Br)N1CCCC1 | i | i | i | i | i | i | i | -1 | i | i | i
Cc1nc(CNS(=O)(=O)c2ccc(Oc3ccccc3)cc2)cs1 | i | i | 100* | i | i | i | i | 0 | i | i | i
COc1ccc(NC(=O)C2CCCN2S(=O)(=O)c2ccc(F)cc2)cc1 (configuration not stated) | i | i | i | i | i | i | i | -1 | i | i | i
Cc1ccc(C)c(NC(=O)CN(C)C(=O)c2cc3ccccc3o2)c1 | i | i | i | i | i | i | i | 3 | i | i | i
COc1ccccc1CNC(=O)c1ccc(NS(=O)(=O)c2c(C)noc2C)cc1 | i | i | i | i | i | i | i | -1 | i | i | i
c1ccc(C2OC3c4cccc5cccc(c45)C3N2c2ccccc2)cc1 (configuration not stated) | 34* | i | i | i | i | i | i | 18 | i | i | i
CCOC(=O)C(/C(N)=N/C(=O)Nc1ccccc1)=C(\C)O | i | i | i | i | i | i | i | -16 | i | i | i
COc1ccc(NC(=O)Cn2nnc(C(=O)NCc3cccs3)c2N)cc1OC | i | i | i | i | i | i | i | 2 | i | i | i
CCCc1nc(NCc2ccccc2)c(C#N)c2c1CCCC2 | i | i | i | i | i | i | i | 74* | i | i | i
CCCCn1c(CCNC(=O)c2ccco2)nc2ccccc21 | i | i | i | i | i | i | i | -3 | i | i | i
Cc1ccc(/C=C2/SC(=S)N(c3ccc(S(=O)(=O)Nc4nccs4)cc3)C2=O)cc1 | i | i | i | i | i | i | i | 16 | i | i | i
COc1ccc(C(=O)N/N=C/c2cc3ccccc3[nH]c2=O)cc1 | i | i | i | i | i | i | i | -6 | i | i | i
COc1ccccc1NC(=O)C1=C(C)NC(=O)NC1c1ccco1 (configuration not stated) | i | i | i | i | i | i | i | -2 | i | i | i

High-throughput results from PubChem.
